Source: PubChem BioAssay (National Center for Advancing Translational Sciences (NCATS))
HEK293 tox – cytotoxicity counter-screen for GLP-1 receptor inverse agonists; Potency, µM (titrated, usually from 38.3 µM), for the others: at the top dose activity change, negative = inhibition, hits mostly inhibitors; actives 0.13% (n = 410,000); HEK293 cAMP-luciferase reporter cells, luminescence, 24 h; AID 624418;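 also: loss of luciferase light is scored as toxicity; % is scaled to controls: 0 for no effect and ±100 for the full control effect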
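Seeding density was 200 cells/uL; after overnight-length (12 h) culture, 23 nL compounds went on for 24 h at 37 °C. Readout used a luciferase detection reagent, luminescence taken after 12 min at room temperature.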
GLP-1R agonist – agonists of human GLP-1 receptor; HEK293 GLP-1R CRE-luciferase, luminescence, 4-6 h; cells express a hypersensitive GLP-1R form; Potency, µM (highest dose often 45.6 µM), for the others: at the top dose activation, hits mostly activators; P43220; actives 0.007% (n = 380,000); also: % of control where 0% means no effect
Target sequence (P43220 whole entry, looked up): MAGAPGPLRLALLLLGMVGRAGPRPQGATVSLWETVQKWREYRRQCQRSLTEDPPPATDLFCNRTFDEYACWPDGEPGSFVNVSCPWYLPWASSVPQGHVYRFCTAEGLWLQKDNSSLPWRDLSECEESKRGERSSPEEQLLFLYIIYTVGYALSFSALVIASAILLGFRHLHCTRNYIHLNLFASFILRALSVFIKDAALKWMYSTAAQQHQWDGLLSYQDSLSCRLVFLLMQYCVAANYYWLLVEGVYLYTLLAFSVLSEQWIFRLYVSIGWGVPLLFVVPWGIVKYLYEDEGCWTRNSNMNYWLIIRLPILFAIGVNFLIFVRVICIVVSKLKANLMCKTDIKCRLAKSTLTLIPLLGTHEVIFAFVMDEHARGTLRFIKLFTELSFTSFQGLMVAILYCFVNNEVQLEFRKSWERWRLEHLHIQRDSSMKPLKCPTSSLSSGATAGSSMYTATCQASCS
SW480 rereplic – induces DNA re-replication in SW480 colon adenocarcinoma cells; Potency, µM (highest dose often 46.1 µM), inactives show at the top dose re-replication activation, most hits filed as activators; SW480 DNA re-replication, Hoechst DNA content imaging, 48 h; actives 1.8% (n = 340,000); AID 624297; also: % of control where 0% means no effect; nearly all actives have a fitted effect of over 55% in size
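First, 250 cells per well were seeded. Next, compound or vehicle (23 nL) was pinned in, plates sat 48 hr at 37 C. Finally Hoechst was added for 40 min before fluorescence scanning.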
TDP43 rescue – rescues yeast growth from TDP-43 toxicity; TDP-43 expressing yeast growth rescue, BacTiter-Glo, 24 h; Potency, µM (doses to about 46.1 µM), without a hit: at the highest dose growth rescue (activation), usual class: activators; actives 1.8% (n = 410,000); also: % of control where 0% means no effect; nearly all actives have a fitted effect of over 50% in size
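Luminescence from BacTiter-Glo reports growth of TDP-43-expressing yeast after 24 hr at 30 deg C with compound. Cells were raffinose-pregrown to mid-log, then seeded in galactose medium at OD600=0.02.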
KB-V1 cytotox – kills drug-selected multidrug resistant KB-V1 cells. KB-V1 MDR cells viability, CellTiter-Glo, 72 h. Potency, µM (titrated, usually from 46.1 µM), without a hit: at the top dose activity change, negative = cytotoxicity, most hits filed as cytotoxic. actives 3.4% (n = 400,000). AID 1347076; also: % is scaled to controls: 0 for no effect and ±100 for the full control effect; nearly all actives have a fitted effect of over 60% in size
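Following 72 h at 37 degrees C with compound, KB-V1 cell viability was read by CellTiter-Glo luminescence, medium being phenol-red-free DMEM plus 10% FBS; concentration-response parameters came from normalized, curve-fitted qHTS data.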
KB-3-1 cytotox – KB-3-1 parental cell cytotoxicity; Potency, µM (titrated, usually from 46.1 µM), for the others: top-dose activity change, negative = cytotoxic, usual class: cytotoxic; KB-3-1 viability, CellTiter-Glo ATP luminescence, 72 h; actives 1.4% (n = 400,000); also: % is scaled to controls: 0 for no effect and ±100 for the full control effect; nearly all actives have a fitted effect of over 60% in size
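Multi-concentration cytotoxicity screen in KB-3-1 cells grown in DMEM lacking phenol red with 10% FBS. After 72 h at 37 °C with compound, ATP-dependent luminescence was recorded.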
HT1080-NT tox – kills 2HG-producing HT-1080-NT fibrosarcoma cells | HT-1080-NT fibrosarcoma viability, CellTiter-Glo ATP luminescence, 48 h | Potency, µM (titrated, usually from 46.1 µM), for inactives: at the highest dose activity, negative = less viability, hits mostly cytotoxic | actives 1.6% (n = 360,000) | AID 686970;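 also: NT is the 2HG producing partner of a matched IDH1 knockdown line; 0% = DMSO-treated cells and -100% = media-only wells without cells; nearly all actives have a fitted effect of over 55% in size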
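HT-1080-NT; 750 cells/well; 5% FBS RPMI; 48 h compound, 37 degrees C; CellTiter-Glo luminescence; curve fitting and curve-class assignment.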
HT1080 IDH1KD tx – HT-1080 IDH1 knockdown cell toxicity (counter line); HT-1080 IDH1 knockdown viability, ATP luminescence, 48 h; Potency, µM (series often up to 46.1 µM), inactives show at the highest dose activity, negative = toxicity, usual class: cytotoxic; actives 2% (n = 360,000);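 also: 0% = DMSO wells and -100% = cell-free medium wells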
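% activity derives from luminescence (CellTiter-Glo), normalised to DMSO and no-cell wells. HT-1080-IDH1KD cells, 750/well, had 48 h compound exposure at 37 °C.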
GLP-1R inv ag – GLP-1 receptor (human) inverse agonism | P43220 | HEK293 GLP-1R CRE-luciferase, luminescence, 24 h; GLP-1R form is constitutively active | Potency, µM (doses to about 38.3 µM), inactives show at the top dose activity change, negative = inhibition, hits mostly inhibitors | actives 1.6% (n = 410,000); also: % is scaled to controls: 0 for no effect and ±100 for the full control effect; nearly all actives have a fitted effect of over 55% in size
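Cells are plated, allowed 12 hours at 37 deg C, then treated with compounds for 24 hr before luciferase detection reagent is added and luminescence is read after 12 min at room temperature. The HEK293 line carries constitutively active GLP-1R with a cAMP-responsive reporter.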
The depositor's hits bear a star; ? = inconclusive; / = not tested or not shown; [ ] = remark or other dose. Calls follow the shape of the dose curve; as a rule, active = well fitted curve in the direction sought with a large enough effect; inconclusive = small, poorly fitted or top-dose-only effect, or another doubt; inactive = no such curve, though single readings can be large; an effect the other way counts as inactive or inconclusive. Potency is read from the fitted curve at half-maximal effect.

SMILES	HEK293 tox	GLP-1R agonist	SW480 rereplic	TDP43 rescue	KB-V1 cytotox	KB-3-1 cytotox	HT1080-NT tox	HT1080 IDH1KD tx	GLP-1R inv ag
O=c1ccc(-c2nc3ccccc3n2Cc2ccc(Cl)cc2)c[nH]1	7%	7%	-5%	-10%	0%	0%	-15%	-9%	-7%
C=CCNC(=O)c1onc(CSc2ccc(Cl)cc2)c1C(=O)O	-4%	-1%	-3%	14%	-12%	?	-14%	?	2.2µM*
CCOc1[nH]n(-c2ccccc2)c(=O)c1C=NCC(=O)OC	2%	8%	2%	18%	0%	3%	-4%	0%	13%
NCCc1nnc(SCC(=O)Nc2ccc(Br)cc2)o1	-3%	-2%	13%	7%	?	0%	?	?	-2%
CCCCn1nnnc1C(c1ccccc1)N1CCN(c2ccccc2OC)CC1 (configuration not stated)	-3%	4%	/	12%	-13%	-16%	-1%	0%	-27%
CN(Cc1ccccc1C(F)(F)F)C(=O)C1CCC(=O)N(CC2CCCCC2)C1 (configuration not stated)	-33%	11%	/	21%	?	-13%	3%	-2%	-25%
Cc1cccc(C(=O)NCC(=O)N2CC(=O)Nc3ccccc32)c1	-4%	-1%	0%	11%	-1%	-5%	-13%	-1%	15%
Nc1nonc1-n1nnc(C(=O)N/N=C/c2ccc3c(c2)OCO3)c1-c1ccccc1	-6%	3%	-2%	10%	-2%	-6%	-4%	-6%	?
O=C(CNC(=O)c1ccco1)OCc1c(F)cccc1Cl	70%	0%	-4%	7%	1%	10%	-4%	-1%	6%
COc1cccc(C(=O)Nc2ccc(S(=O)(=O)N3CCCCC3)cc2)c1OC	0%	5%	12%	-9%	?	2%	-7%	-15%	-20%
c1cn(CC2(Cn3ccnc3)COC2)cn1	12%	-17%	-1%	-3%	?	-3%	8%	8%	-1%
O=c1oc2ccccc2c(NC2CCCCC2)c1NS(=O)(=O)c1ccc(Cl)cc1	1%	16%	-27%	8%	7%	-6%	-5%	-6%	?
CS(=O)(=O)c1ccc(NC(=O)c2ccc3c(c2)S(=O)(=O)N=C2CCCCCN23)cc1	17%	2%	12%	-30%[inhibitor]	19%	-7%	-8%	-6%	11%
COc1ccc(NC(=O)Nc2ccccc2SC)c(OC)c1	-2%	7%	1%	-11%	-8%	17%	-8%	-5%	5%
Cc1ccc(N2CC(NC(=O)N3CCN(C(=O)c4ccco4)CC3)CC2=O)cc1 (configuration not stated)	6%	-15%	5%	9%	-3%	13%	1%	13%	10%
CCOc1ncccc1C(=O)OC(C)C(=O)Nc1ccc(CC)cc1 (configuration not stated)	-9%	29%	-4%	28%	?	-1%	3%	2%	-13%
CCCCc1c(O)nc(SC2CC(=O)N(c3ccc(C(=O)OCC)cc3)C2=O)[nH]c1=O (configuration not stated)	3%	-7%	-2%	-12%	-15%	-13%	-7%	-3%	-5%
O=C1c2ccccc2C(=O)N1N(c1ccccc1)c1ccccc1	-10%	-10%	1%	14%	/	/	0%	-1%	?
COc1ccc(C2C(C(C)=O)=C(O)C(=O)N2c2cccnc2)c(OC)c1 (configuration not stated)	4%	2%	-9%	0%	-1%	-2%	13%	-1%	4%
Cc1ccc(OCCCCn2c(CO)nc3ccccc32)cc1	-10%	17%	-5%	-22%	5%	-12%	-7%	?	?
CCOc1ccc(S(=O)(=O)Nc2ccc3oc(C)c(C(=O)OC(C)C)c3c2)cc1	-18%	-5%	/	?	13µM*	?	/	/	?
COCCNC(=O)C1(C)CCCN(C(=O)c2ccc3c(c2)OCO3)C1 (configuration not stated)	6%	-1%	/	11%	6%	0%	?	22%	16%
COC(=O)CCCC1=CC2=C(c3ccccc3)C(=O)C(C)(OC(=O)C3CCCC3)C(=O)C2=CN1Cc1ccco1 (configuration not stated)	1%	35%	-12%	-3%	27%	?	2%	3%	19%
COc1ccc(NC(=O)CN2CCC(C(N)=O)(N3CCCCC3)CC2)c(OC)c1	-1%	6%	2%	7%	-15%	15%	-2%	5%	9%
O=c1c2oc3ccccc3c2ncn1Cc1ccc(F)cc1	-2%	8%	-38%[inhibitor][1.84 µM]	/	-7%	-27%	-15%	-11%	11%
COc1ccccc1CNc1nc(NCc2cnc(C)cn2)c2sccc2n1	2%	24%	/	24%	-1%	0%	-25%	-15%	6%
O[C@@H]1C[C@H](c2ccc(Cl)cc2)N(CC2CCCCC2)C[C@H]1n1cc(C2CC2)nn1	1%	-5%	/	22%	-5%	-8%	5%	4%	-4%
CCn1c(C(=O)Nc2ccccc2C(=O)OC)cc2sc(Cl)cc21	0%	/	/	16%	0%	5%	/	/	0%
Cc1ccc2nc(NC(=O)C3=NN(c4ccccc4)C(=O)CC3)sc2c1	4%	-3%	-10%	16µM*	16%	15%	0%	0%	13%
Cc1ccc(C(=O)CSc2ncnc3ccccc23)o1	-3%	10%	-3%	-9%[0.397 µM]	-6%	-4%	-3%	-13%	-11%
CC1CCN(Cc2cnc(Cl)s2)CC1	-8%	2%	1%	3%	2%	8%	8%	10%	2%
CCc1cccc(NC(=O)CN(C)S(=O)(=O)c2cccs2)c1	9%	14%	-16%	10%	-12%	-17%	-10%	0%	?
CC(=O)c1ccc(O[C@@H]2O[C@H](CO)[C@@H](O)[C@H](O)[C@H]2O)cc1	-2%	-2%	-20%[9.22 µM]	6%	-7%	0%	6%	0%	8%
O=C(O)Cn1ncc2c1-c1ccoc1CC2	2%	-3%	1%	-11%	3%	-3%	24%	8%	2%
COc1ccc(-n2nc3c(N4CCC(C(=O)N5CCCCCC5)CC4)nnc(C)c3c2C)cc1	-10%	7%	-6%	-16%	-10%	-25%	-18%	?	-4%
COc1ccc(CN2CCC(C(=O)c3cccc(Cl)c3)CC2)cc1	-11%	-2%	-3%	15%	3%	17%	6%	14%	-5%
Cc1ccc(C(=O)N2CCC(C(N)=O)CC2)cc1C	-12%	-8%	-2%	-21%	-3%	0%	-4%	8%	-22%
CCOC(=O)N1CCC(N(CCOC)C(=O)Nc2ccc(Cl)cc2)CC1	-11%	-8%	1%	0%	?	-13%	13%	16%	-14%
CCc1nn(CC(=O)NCc2ccc(C)cc2)c(=O)c2cc3occc3n12	0%	/	/	10%	-4%	-3%	/	/	2%
COc1ccc(S(=O)(=O)N2CCCCCC2)cc1C(=O)Nc1ccc(C(=O)N(C)C)cc1	2%	4%	-5%	14%	?	?	1%	5%	-1%
Cc1cc(C)n(-c2nnc(C)n2/N=C/c2ccc(O)cc2)n1	4%[7.66 µM]	1%	-5%	-9%[9.22 µM]	-9%	-19%	-4%	-18%	1%[7.66 µM]
O=C(Nc1ccncc1)c1cccc(F)c1	20%	1%	1%	4%	14%	-3%	0%	1%	-6%
O=C(NCc1ccccc1Cl)/C(=C\c1cccnc1)NC(=O)c1ccccc1	-3%	5%	-1%	18%	-8%	0%	-1%	2%	10%
N#C/C(=C\Nc1ccc(F)c(Cl)c1)S(=O)(=O)c1ccccn1	0%	7%	-10%	8%	-1%	-1%	-4%	4%	3%
Cc1ccc(NC(=O)CSc2ccccc2NC(=O)c2ccccc2)cc1Cl	-2%	2%	5%	13%	?	-27%	-24%	?	?
COC(=O)C(=NNc1c(C)n(C)n(-c2ccccc2)c1=O)C(=O)OC	-18%	12%	7%	-12%	0%	-4%	?	30%	20%
COc1ccccc1CNc1ncnc2onc(-c3ccc(F)cc3)c12	6%	/	/	12%	-4%	15%	/	/	1%
COc1ccc(-c2cc(-c3ccc(F)cc3)nc(N3CCN(C)CC3)n2)cc1	2%	-2%	-7%	-23%	?	10%	8%	8%	?
O=C(NCCCN1CCCC1=O)C1CCN(S(=O)(=O)c2ccccc2)CC1	-22%	-3%	15%	11%	?	6%	15%	3%	-24%
C#CCOCCOCCOCCNc1nc(N2CCN(C(=O)[C@H]([C@@H](C)O)n3cc(CCCCN)nn3)CC2)nc(N2CCN(C(=O)[C@H](CCCCN)n3cc(CCC(=O)O)nn3)CC2)n1	-3%	1%	-50%[inhibitor]	13%	-12%	0%	8%	13%	10%
Cc1ccc2cc(CCNC(=O)Cc3cccs3)c(=O)[nH]c2c1	-6%	0%	-4%	0%	16%	20%	3%	6%	9%
CC(=O)N1c2ccc(S(=O)(=O)N3CCCC(C(=O)N4CCCCC4)C3)cc2CC1C (configuration not stated)	-13%	-4%	-3%	-25%	-12%	0%	6%	-5%	15%
CCOC(=O)c1c(C)[nH]c(C(=O)NCCN2CCOCC2)c1C	-4%	8%	1%	1%	4%	5%	-3%	5%	6%
COCCNC(=O)Cc1ccc(F)cc1	-12%	7%	3%	-11%	2%	0%	19%	25%	12%
COc1cc(C(C(=O)NCC2CCCO2)N(C(=O)Cn2nnc3ccccc32)c2ccc(OC)c(OC)c2)ccc1O (configuration not stated)	-10%	1%	?	3%	22%	7%	?	21%	23%
CCOC(=O)c1c(Nc2nc(C)c(C(=O)NC)s2)sc(C)c1C	-3%	5%	1%	24%	14%	-7%	-15%	-20%	22%
Oc1[nH]c2ccccc2c1N=NC(=S)NCCc1ccccc1	?	9%	?	?	?	-28%	-11%	?	?
CC(NC(N)=O)C(=O)Nc1ccc(Cl)c(S(=O)(=O)Nc2ccc(Cl)cc2)c1 (configuration not stated)	-18%	-6%	-3%	-2%	-4%	0%	13%	-2%	-28%

At a glance, part of the list above.
SMILES	HEK293 tox	GLP-1R agonist	SW480 rereplic	TDP43 rescue	KB-V1 cytotox	KB-3-1 cytotox	HT1080-NT tox	HT1080 IDH1KD tx	GLP-1R inv ag
O=C(NCCCN1CCCC1=O)C1CCN(S(=O)(=O)c2ccccc2)CC1	-22%	-3%	15%	11%	?	6%	15%	3%	-24%
C#CCOCCOCCOCCNc1nc(N2CCN(C(=O)[C@H]([C@@H](C)O)n3cc(CCCCN)nn3)CC2)nc(N2CCN(C(=O)[C@H](CCCCN)n3cc(CCC(=O)O)nn3)CC2)n1	-3%	1%	-50%[inhibitor]	13%	-12%	0%	8%	13%	10%
